# High-throughput results: PubChem BioAssay, several laboratories
# FAS TE block: blocks the thioesterase domain of human fatty acid synthase; P49327; recombinant FAS-TE, OMFH fluorogenic substrate, fluorescence endpoint; inhibition, % at 15 µM; hit rate 0.67% among 360,000;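 active means compounds whose normalised, plate-corrected inhibition of enzyme fluorescence in the single-dose primary screen is 50% or more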;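 further: 0% = DMSO with enzyme and 100% = substrate without enzyme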
# MsrA act: bovine methionine sulfoxide reductase A activation; activation, % at 10.6 µM; purified bovine MsrA, absorbance read-out; hit rate 0.3% among 360,000; in the data active means activation above about 7.5%;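 further: 0% = vehicle and 100% = reference activator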
# Neddylation inh: cullin neddylation inhibition. P61081+Q13564. TR-FRET cullin neddylation, biochemical. calls only at 25 µM. hit rate 0.58% among 360,000. AID 651699; in the data active means inhibition above about 36%
# Rin1-Abl PPI inh: blocks binding of human Rin1 to Abl | P00519+Q13671 | TR-FRET Rin1/Abl binding, biochemical | inhibition, % at 7.35 µM | hit rate 0.4% among 360,000 | AID 588664; in the data active means inhibition above about 5%, passing the limit was not always enough
# E coli Lon inh: inhibits E. coli Lon protease. P0A9M0. purified E. coli Lon protease, fluorescence polarization. inhibition, % at 7.94 µM. hit rate 0.42% among 360,000. AID 602123; in the data active means inhibition above about 13%, passing the limit was not always enough;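 further: 0% = enzyme with probe and DMSO and 100% = no enzyme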
# Target sequence (P0A9M0 whole entry, looked up): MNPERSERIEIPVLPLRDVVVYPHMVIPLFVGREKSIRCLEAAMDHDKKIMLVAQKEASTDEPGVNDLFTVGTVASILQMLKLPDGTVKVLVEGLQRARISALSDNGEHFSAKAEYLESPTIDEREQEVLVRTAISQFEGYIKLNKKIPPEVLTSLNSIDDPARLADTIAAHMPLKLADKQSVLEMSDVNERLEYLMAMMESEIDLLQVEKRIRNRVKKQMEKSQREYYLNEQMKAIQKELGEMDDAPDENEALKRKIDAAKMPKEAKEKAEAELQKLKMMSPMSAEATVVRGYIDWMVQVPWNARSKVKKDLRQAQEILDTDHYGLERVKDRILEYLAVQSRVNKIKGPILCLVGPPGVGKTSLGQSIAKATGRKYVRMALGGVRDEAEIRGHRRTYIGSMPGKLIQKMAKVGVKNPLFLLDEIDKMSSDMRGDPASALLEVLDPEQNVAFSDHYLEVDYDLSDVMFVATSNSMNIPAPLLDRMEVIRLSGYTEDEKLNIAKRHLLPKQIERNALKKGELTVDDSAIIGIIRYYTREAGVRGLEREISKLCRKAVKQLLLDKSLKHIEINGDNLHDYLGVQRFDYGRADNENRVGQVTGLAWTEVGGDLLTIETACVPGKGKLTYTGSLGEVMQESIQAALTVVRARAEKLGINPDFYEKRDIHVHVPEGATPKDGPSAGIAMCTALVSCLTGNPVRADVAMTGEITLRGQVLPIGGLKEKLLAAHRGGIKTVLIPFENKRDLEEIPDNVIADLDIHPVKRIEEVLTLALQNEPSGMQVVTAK
# MsrA inhibitor: inhibitors of bovine MsrA | purified bovine MsrA, absorbance read-out | inhibition, % at 15.5 µM | hit rate 0.75% among 360,000 | AID 651718; in the data active means inhibition above about 4.5%;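 further: 0% = vehicle wells with enzyme and 100% = reference inhibitor wells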
# MT1-MMP act inh: inhibitors of human MT1-MMP activation | HT1080 RFP-PRO-GFP cells, GFP/RFP ratio fluorescence, overnight; percent of plate control window, DMSO zero | AID 651647 | GFP/RFP ratio change, % at 20 µM | hit rate 0.061% among 360,000;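 active means GFP/RFP ratio change of at least 30% with cell ATP level not reduced by more than half and red fluorescence within 50% of control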; further: strong numbers were not always called active
#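 Compound: 20 µM single dose, 1% DMSO / System: HT1080 RFP-PRO-GFP cells / Controls: DMSO and RFP-L50D-GFP cell wells / Read-out basis: GFP/RFP fluorescence ratio / Schedule: overnight compound exposure at 37 °C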
# NRP1-CendR mod: alters CendR peptide binding to human NRP-1. FAM-RPARPAR peptide binding to NRP-1, fluorescence polarization. inhibition, % at 25 µM. O14786. hit rate 0.85% among 360,000;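 active means inhibition or corrected inhibition above about 18%, plus a signal ratio from 0.5 to 1.5, limit read from the data, passing the limit was not always enough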; further: strong numbers were not always called active
# SKN-1 block: blocks SKN-1 activity in C. elegans | C. elegans VP596 Pgst-4::GFP/RFP ratio, acrylamide-induced, 24 h | inhibition, % at 21.8 µM | hit rate 0.49% among 360,000;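 active means interference check ratio from 0.5 to 1.5 plus GFP to RFP signal ratio inhibition reaching or exceeding a fixed threshold, cut at about 30% in these data, passing the limit was not always enough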; further: some compounds called inactive have numbers as strong as hits
# Active calls of the source: *; i = inactive; / = no result given.
SMILES,FAS TE block,MsrA act,Neddylation inh,Rin1-Abl PPI inh,E coli Lon inh,MsrA inhibitor,MT1-MMP act inh,NRP1-CendR mod,SKN-1 block
Cc1ccc(-c2noc(C3CCCN(C(=O)c4ccccc4Br)C3)n2)cc1 (stereo not drawn),0,-4,i,0,2,-0.5,-2,-10,0
COc1ccccc1/C=C/CN1CC(C)OC(C)C1 (stereo not drawn),-9,-11,i,0,-6,1.2,-1,1,7
c1ccc2c(c1)CC1(CCCC1)N=C2N1CCOCC1,-6,-4,i,-1,0,-0.3,-1,2,10
Fc1cccc(CSc2nnc3ccc(-c4ccncc4)nn23)c1,-9,-10,i,-5,-5,1.1,-9,8,-27
CC(C)CC1C(=O)N(Cc2cn(CCC3OCCCO3)nn2)CCS(=O)(=O)N1Cc1ccc(-c2ccccc2)cc1 (stereo not drawn),-2,-6,i,-2,-10,0.3,1,0,-2
c1ccc2c(c1)-c1ccccc1C2N1CCOCC1,-3,0,i,-1,-5,0.4,2,4,11
Nn1c(Cc2ccccc2F)nnc1SCC(=O)Nc1cccc(S(=O)(=O)NC2=NCCCCC2)c1,-2,-4,i,2,2,2.0,-2,-4,4
CCOC(=O)c1ccc2c(c1)N(CC(=O)N1CCCCC1)C(=O)C(C)(C)O2,-6,0,i,0,-13,1.9,5,14,7
COc1ccc(/C=C2\CCC(C3CCCC3)C2=O)c(OC)c1OC (stereo not drawn),11,-9,i,3,-8,2.2,1,2,-1
COc1ccc(S(=O)(=O)N2CCC(NC(=O)c3cccnc3)CC2)cc1,-3,-3,i,0,4,0.8,2,4,-5
COc1ccc(OC)c(/C=C/C(=O)N2CCN(S(=O)(=O)c3cc(C)ccc3C)CC2)c1,25,-1,/,-2,4,1.8,-7,-7,-7
COCCn1c(SCc2nc3scc(-c4ccc(Cl)cc4)c3c(=O)[nH]2)nnc1-c1cccc(C)c1,39,-4,i,2,-10,0.3,-3,-33,7
CC(C)(C)NC(=O)C(=O)NNC(=O)c1cccc(F)c1,-2,-2,i,5,2,-0.8,-5,5,2
CC(/C=N/NC(=O)Cn1cnc2c1c(=O)n(C)c(=O)n2C)=C\c1ccccc1,13,-3,i,-5,1,-1.2,3,6,-1
[2H]C([2H])(CCOS(N)(=O)=O)c1ccccc1,-9,-1,i,1,4,0.0,-1,12,-5
O=C(NCc1ccco1)C1CCN(C(=O)c2cc3sccc3n2Cc2ccc(Cl)cc2)CC1,14,-13,i,-3,3,1.0,3,-9,-12
Cc1cc(NC(=O)c2ccc(Cl)cc2)ccc1NC(=O)c1ccccc1Cl,-5,-8,/,1,-9,-1.5,7,8,1
Cc1ccccc1-n1nnnc1SCC(=O)c1c(N)n(C)c(=O)n(C)c1=O,-6,-2,i,-2,-1,-1.1,4,-49,-1
Cc1ccc(CNC(=O)CCC2CCCN(C(=O)c3ccc4c(c3)OCO4)C2)o1 (stereo not drawn),-4,0,i,-1,7,-1.0,-4,-11,-8
Nc1nc(CN2CCN(c3ccccc3F)CC2)nc(Nc2ccc3c(c2)OCCO3)n1,-2,-12,i,7,4,-0.6,0,2,-2
O=C(CSc1ccc2c(c1)OCCO2)NC(=O)NC1CCCC1,2,-4,i,-2,1,0.2,-1,-3,-21
CN(CC(=O)Nc1cccc(F)c1)C(=O)c1ccc(COc2ccccc2)cc1,14,-10,i,1,15,-0.3,-3,-3,-7
CCOc1c(C(N)=O)c(-c2ccccc2)c2c(=O)[nH]c3ccccc3n12,-3,1,/,-3,-7,0.3,2,10,2
CCOc1ccc(C(O)(c2ccccc2OC)C(CN2CCCC2)c2ccccc2)cc1 (stereo not drawn),-2,-4,i,2,1,-0.1,-3,9,14
CCC(=NCc1ccco1)c1c(C(F)(F)F)[nH]n(-c2nc3ccccc3s2)c1=O,26,-6,i,3,-5,1.0,-9,-3,-5
COc1c(Cl)cc(Cl)cc1CNCCNCC(C)O (stereo not drawn),-6,1,i,-2,-15,-1.6,-2,6,-3
CNC[C@@H]1Oc2cc(Br)ccc2S(=O)(=O)N([C@@H](C)CO)C[C@@H]1C,-4,-4,i,-3,-7,-0.9,10,0,-10
O=C(c1ccco1)[C@@H]1[C@@H]2C(=O)N(c3ccccc3)C(=O)[C@@H]2C2c3ccccc3C=CN21 (stereo partly drawn),6,-1,i,2,24*,0.0,-52,7,14
Cn1nccc1C(=O)Nc1ccc(Cl)cc1,-4,-3,i,1,11,0.8,0,-17,10
Cc1ccc(NC(=O)CN(C)C(=O)c2ccc(Cl)c([N+](=O)[O-])c2)cc1,60*,-5,i,-4,4,0.1,5,-6,4
CC(C)Nc1nc(Nc2ccc(F)cc2)c2sccc2n1,5,-2,i,-1,6,1.1,-1,0,11
CCN(CC)CCCNC(=O)c1cc(-c2ccccc2)c(N2CCCCC2)s1,3,1,i,0,15,0.5,5,10,21
Cc1ccccc1C(=O)Nc1nncs1,-8,-8,i,1,0,-0.1,-3,-1,-16
CCN(CC(=O)Nc1c(F)cccc1F)C(=O)C1CCN(S(=O)(=O)c2ccccc2C(=O)OC)CC1,-6,-13,i,-1,13,-1.5,-6,6,-10
OC(CNc1nc(-c2cccnc2)nc2ccccc12)c1ccccc1 (stereo not drawn),-4,-3,i,-3,-22,0.2,-6,-24,16
O=C(Cc1cccs1)N[C@@H]1c2ccccc2CC[C@H]1OCc1ccccc1,7,-3,i,-2,0,0.1,-7,0,-3
Cc1ccnc2c(N3C(=O)C4C5C=CC(C5)C4(C)C3=O)cccc12 (stereo not drawn),-5,0,i,-3,-2,-0.5,1,-1,12
Cc1ccc(-c2cnc(-c3ccccc3C(=O)O)o2)cc1,-8,-2,/,2,7,1.6,0,-6,5
O=C(Cn1cnc2sc(-c3ccccc3)cc2c1=O)NCCc1ccccc1,-11,-5,i,0,-2,-1.0,-1,-14,-19
CCOC(=O)[C@]12CCC=C1N(Cc1ccco1)C(=O)[C@H](CC(=O)NCc1cccs1)C2,-3,-2,i,/,-9,-1.5,2,1,4
Cn1c(=O)c(-c2cccc(Cl)c2)c(O)c2ccccc21,-5,1,/,-3,-4,-0.5,2,-5,15
O=C1CSC(c2ccc(Cl)cc2)N1C1CCCCC1 (stereo not drawn),4,-9,i,-1,6,0.1,5,-2,-11
O=C(COC(=O)COc1ccccc1)NCc1ccccc1,2,-4,i,4,-7,0.6,-1,-3,-2
Cc1nn(C(C)C(=O)NCC2CCCO2)c(=O)c2cc3occc3n12 (stereo not drawn),-3,1,i,-2,1,0.5,2,-8,1
COc1ccc(N(CC(=O)NCC2CCCO2)C(=O)CCC(=O)Nc2cc(C)on2)cc1OC (stereo not drawn),1,0,i,-3,2,-0.2,-1,5,13
O=C(c1ccc(-n2cccn2)cc1)N1CCc2c([nH]c3ccccc23)C1c1ccccn1 (stereo not drawn),8,-6,i,-4,6,2.5,-4,-4,5
CC(NC(=O)Cc1cccs1)C(c1cccs1)N1CCN(c2ccccc2)CC1 (stereo not drawn),9,-3,i,-1,0,-0.4,2,-14,5
Cc1ccc(S(=O)(=O)Nc2ccc3c(c2)C(=O)N([C@H](C)CO)C[C@H](C)[C@H](CN(C)C(=O)Nc2cccc4ccccc24)OCCCC[C@@H](C)O3)cc1,61*,-2,i,2,2,-0.4,-6,6,-4
O=C1NC[C@H](c2ccccc2)N(CCCCC2CCCCC2)C1=O,7,-4,i,/,-8,-0.7,7,-17,6
CCN(CC)CCCNC(=S)Nc1ccc(Br)cc1,-6,-2,i,1,5,-0.1,1,8,-2
CC1CC(C)CN(C(=O)CSCC(=O)O)C1 (stereo not drawn),-4,-7,i,-4,-4,1.0,-2,0,-7
O=C(OCN1C(=O)c2ccccc2C1=O)c1cccc(S(=O)(=O)N2CCOCC2)c1,9,-4,i,3,3,-1.2,1,14,1
O=C(NCc1ccco1)C(c1ccccc1F)N(CC1CCCO1)C(=O)Cn1nnc2ccccc21 (stereo not drawn),-5,-4,i,-1,4,-1.2,0,5,-14
COc1cccc(-c2nc(NCc3ccco3)c3ccccc3n2)c1O,4,-4,i,-2,9,0.0,6,-20,1
O=c1[nH]c(=S)[nH]cc1Oc1ccccc1,-7,7,i,-1,-9,1.1,-3,4,7
O=C(CCOc1ccccc1)Nc1ccc(Br)cc1,12,-1,i,0,-14,0.5,6,7,-5
COc1cc(S(=O)(=O)NCC2CCCO2)c(OC)cc1Cl (stereo not drawn),-6,-9,i,4,-7,0.7,4,-6,-7
Cc1n[nH]c(=O)c2c1nnn2Cc1ccc(F)cc1,-4,-1,i,2,-7,0.1,-1,1,9
NC(=S)N/N=C\c1c2ccccc2cc2ccccc12,-16,-3,i,-2,4,-1.7,7,6,18
COc1ccc([C@H]2CC(=O)C=C(c3ccc(C)c([N+](=O)[O-])c3)C2)cc1,76*,-1,i,1,3,-0.5,1,6,4
COc1cccc(C2(O)C(=O)Nc3ccccc32)c1 (stereo not drawn),-2,-2,i,3,4,0.0,-2,-4,-1
O=C(CSc1nnc(-c2cccs2)n1C1CC1)NCC1CCCO1 (stereo not drawn),-10,-2,i,3,-13,-0.7,-5,7,16

# 16 consecutive compounds already listed:
SMILES,FAS TE block,MsrA act,Neddylation inh,Rin1-Abl PPI inh,E coli Lon inh,MsrA inhibitor,MT1-MMP act inh,NRP1-CendR mod,SKN-1 block
CCOc1ccc(C(O)(c2ccccc2OC)C(CN2CCCC2)c2ccccc2)cc1 (stereo not drawn),-2,-4,i,2,1,-0.1,-3,9,14
CCC(=NCc1ccco1)c1c(C(F)(F)F)[nH]n(-c2nc3ccccc3s2)c1=O,26,-6,i,3,-5,1.0,-9,-3,-5
COc1c(Cl)cc(Cl)cc1CNCCNCC(C)O (stereo not drawn),-6,1,i,-2,-15,-1.6,-2,6,-3
CNC[C@@H]1Oc2cc(Br)ccc2S(=O)(=O)N([C@@H](C)CO)C[C@@H]1C,-4,-4,i,-3,-7,-0.9,10,0,-10
O=C(c1ccco1)[C@@H]1[C@@H]2C(=O)N(c3ccccc3)C(=O)[C@@H]2C2c3ccccc3C=CN21 (stereo partly drawn),6,-1,i,2,24*,0.0,-52,7,14
Cn1nccc1C(=O)Nc1ccc(Cl)cc1,-4,-3,i,1,11,0.8,0,-17,10
Cc1ccc(NC(=O)CN(C)C(=O)c2ccc(Cl)c([N+](=O)[O-])c2)cc1,60*,-5,i,-4,4,0.1,5,-6,4
CC(C)Nc1nc(Nc2ccc(F)cc2)c2sccc2n1,5,-2,i,-1,6,1.1,-1,0,11
CCN(CC)CCCNC(=O)c1cc(-c2ccccc2)c(N2CCCCC2)s1,3,1,i,0,15,0.5,5,10,21
Cc1ccccc1C(=O)Nc1nncs1,-8,-8,i,1,0,-0.1,-3,-1,-16
CCN(CC(=O)Nc1c(F)cccc1F)C(=O)C1CCN(S(=O)(=O)c2ccccc2C(=O)OC)CC1,-6,-13,i,-1,13,-1.5,-6,6,-10
OC(CNc1nc(-c2cccnc2)nc2ccccc12)c1ccccc1 (stereo not drawn),-4,-3,i,-3,-22,0.2,-6,-24,16
O=C(Cc1cccs1)N[C@@H]1c2ccccc2CC[C@H]1OCc1ccccc1,7,-3,i,-2,0,0.1,-7,0,-3
Cc1ccnc2c(N3C(=O)C4C5C=CC(C5)C4(C)C3=O)cccc12 (stereo not drawn),-5,0,i,-3,-2,-0.5,1,-1,12
Cc1ccc(-c2cnc(-c3ccccc3C(=O)O)o2)cc1,-8,-2,/,2,7,1.6,0,-6,5
O=C(Cn1cnc2sc(-c3ccccc3)cc2c1=O)NCCc1ccccc1,-11,-5,i,0,-2,-1.0,-1,-14,-19
